Source: PubChem BioAssay (several laboratories)
MEKK2mut PB1 HTS: signal of MEK5 binding to mutant human MEKK2 PB1 domain; bead flow cytometry, Alexa488-MEK5 binding to MEKK2 mutant; percent response, % at 10 µM; 290,000 compounds, 0.35% hits; in the data active = percent response above about 24%, passing the limit was not always enough; note: inactives centre near 1; some results filed as inactive read as strong as hits; reference of the scale not given here
PfM18AAP inh: PfM18AAP enzyme inhibition | recombinant PfM18AAP, H-Glu-NHMec fluorogenic cleavage | inhibition, % at 7.35 µM | 290,000 compounds, 1.2% hits;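 active = inhibition above the campaign mean inhibition over all tested compounds plus 3 SD, cut at about 28% in these data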;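 note: 0% = plate median of test compound wells and 100% = 2 mM ZnCl2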
MEKK2wt PB1 HTS: raises or lowers MEK5 binding to wildtype human MEKK2 PB1 domain; Q9Y2U5; bead flow cytometry, Alexa488-MEK5 binding to MEKK2 WT; actives lie on both sides; binding response (% of control), % at 10 µM; 290,000 compounds, 1.1% hits; AID 1531; in the data active = binding response below about 67% or above about 130%
SUMO HTRF inh: inhibitors of human SUMOylation (UBC9). HTRF SUMOylation assay, SAE1/SAE2 + UBC9, in vitro. inhibition, % at 35 µM. 290,000 compounds, 0.36% hits. AID 2006; in the data active = inhibition above about 50%, passing the limit was not always enough; note: strong numbers were not always called active
IDE act: boosts human insulin-degrading enzyme activity in HEK cells. P14735. FAbeta-B cleavage, fluorescence polarization; 0% vehicle, 100% cell-free pure enzyme wells. activation, % at 5.96 µM. 340,000 compounds, 0.073% hits. AID 493087;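 active = activation above the mean of all tested compounds plus 3 SD, set per screening campaign, cut at about 17% in these data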
Target sequence (P14735 whole entry, looked up): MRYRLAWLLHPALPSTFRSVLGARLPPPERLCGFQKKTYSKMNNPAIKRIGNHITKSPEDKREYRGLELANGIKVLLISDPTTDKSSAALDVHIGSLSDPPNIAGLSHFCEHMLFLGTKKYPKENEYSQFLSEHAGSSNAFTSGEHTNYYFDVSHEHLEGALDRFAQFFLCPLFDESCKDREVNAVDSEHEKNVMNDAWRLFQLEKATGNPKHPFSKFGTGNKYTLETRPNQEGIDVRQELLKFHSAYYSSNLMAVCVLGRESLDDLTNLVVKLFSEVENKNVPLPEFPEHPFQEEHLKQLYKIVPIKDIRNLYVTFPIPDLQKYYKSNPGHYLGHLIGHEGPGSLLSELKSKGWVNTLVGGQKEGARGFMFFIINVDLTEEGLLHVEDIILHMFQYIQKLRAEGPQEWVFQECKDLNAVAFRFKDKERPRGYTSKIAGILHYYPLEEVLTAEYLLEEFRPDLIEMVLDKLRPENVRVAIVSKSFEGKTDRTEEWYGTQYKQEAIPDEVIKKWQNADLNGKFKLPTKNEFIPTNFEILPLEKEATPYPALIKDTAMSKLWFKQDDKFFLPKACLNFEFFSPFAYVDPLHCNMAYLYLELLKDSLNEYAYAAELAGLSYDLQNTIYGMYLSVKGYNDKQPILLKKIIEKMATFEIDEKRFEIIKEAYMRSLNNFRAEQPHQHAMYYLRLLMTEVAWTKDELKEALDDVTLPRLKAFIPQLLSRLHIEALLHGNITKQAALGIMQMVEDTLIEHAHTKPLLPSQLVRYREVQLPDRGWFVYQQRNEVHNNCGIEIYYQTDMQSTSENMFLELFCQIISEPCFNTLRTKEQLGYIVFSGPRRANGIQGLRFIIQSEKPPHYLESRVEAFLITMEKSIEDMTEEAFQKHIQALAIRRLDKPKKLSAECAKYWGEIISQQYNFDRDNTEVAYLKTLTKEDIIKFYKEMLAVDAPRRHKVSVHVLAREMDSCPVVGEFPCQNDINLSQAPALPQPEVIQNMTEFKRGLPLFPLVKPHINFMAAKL
MEKK3 PB1 HTS: modulators (inhibitors or enhancers) of MEK5 binding to human MEKK3 PB1 domain. Q99759. bead-based flow cytometry, Alexa488-MEK5 binding to MEKK3; actives lie on both sides; 0 = blocked by unlabeled MEK5, 100 = vehicle. binding response (% of control), % at 10 µM. 290,000 compounds, 1.4% hits;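 active = binding response more than 3 SD above or below the average of its plate-row segment, actives on both sides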;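 note: Alexa488 bead fluorescence after subtracting the streptavidin-only scavenger bead signal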
IDE cell inh: inhibits human insulin-degrading enzyme in HEK cells; FAbetaB cleavage, fluorescence polarization; inhibition, % at 5.59 µM; 320,000 compounds, 0.41% hits; AID 434962;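 active = percent inhibition above the average of all tested compounds plus 3 SD, set per screening campaign, cut at about 16% in these data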;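 note: IDE supplied by intact live HEK cells; FP after avidin binding of uncleaved biotin substrate so inhibition keeps polarization high; 0% = DMSO wells and 100% = 60 µM reference IDE inhibitor Ii1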
NALP1 yeast inh: blocks the NALP1 inflammasome reconstituted in yeast; S. cerevisiae NALP1/ASC/caspase-1 growth, X-gal OD620, 72 h; inhibition, % at 10 µM; 280,000 compounds, 0.61% hits; in the data active = inhibition mostly above about 24%, no sharp cut-off; inactive = mostly below about 32%; note: some compounds called inactive have numbers as strong as hits
p-CIP stab down: p/CIP protein destabilization. Q05BA5. F442A p/CIP-EGFP cells, EGFP fluorescence, 16 h. decrease of EGFP signal, % at 10 µM. 290,000 compounds, 0.01% hits;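 active = EGFP signal decrease of at least 30% at 10 µM or well 3 SD below plate mean, unless failing retest; inactive = the rest, including hits failing retest or dose response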; note: some compounds called inactive have numbers as strong as hits; many of its hits are not listed in these tables
The depositor's hits bear a star; nt = not tested or not shown. This is a subset, so the mix of outcomes need not match the whole.

SMILES	MEKK2mut PB1 HTS	PfM18AAP inh	MEKK2wt PB1 HTS	SUMO HTRF inh	IDE act	MEKK3 PB1 HTS	IDE cell inh	NALP1 yeast inh	p-CIP stab down
COC(=O)c1[nH]c2ccc(Cl)cc2c1NC(=O)CCN1CCN(C2CCCCC2)CC1	0	3	105	7	-3	99	5	35	5
CC(=O)Nc1nc(C)c(Cc2ccccc2)c(=O)[nH]1	-3	1	94	8	9	95	3	1	2
COCC[N+]1(C)CCCCC1	9	0	97	16	5	101	3	-11	6
Oc1ccc(CN2CCC(Cc3ccccc3)CC2)c2cccnc12	-8	11	101	-55	nt	101	nt	31*	-19
CC(C)(C)NC(=O)N1CCC(CO)(Cc2ccccc2Cl)CC1	1	-6	95	5	3	107	4	-2	1
CC1CCN(c2c(NCC3CCC(C(=O)NC4CCCCCC4)CC3)c(=O)c2=O)CC1 (stereo unspecified)	-24	-2	92	-2	3	88	-3	nt	-6
Cc1oc(-c2ccc(Cl)cc2)cc1C(=O)/C(C#N)=C/Nc1cccc(OC(F)(F)F)c1	-28	-6	82	16	6	91	7	12	-4
Cc1ccc(-n2nnnc2SCC(=O)c2cc(C)n(CC3CCCO3)c2C)cc1 (stereo unspecified)	2	nt	94	8	0	86	4	-6	2
Cc1ccc(-c2cc(-c3ccccc3)nc(N(C)N)n2)cc1	12	-3	114	-11	2	107	2	14	0
O=C(Nc1ccc(OC(=O)c2ccco2)cc1)c1ccco1	0	1	103	10	1	100	2	-1	-4
CCn1cnc2sc(C(=O)Nc3ccccc3OC)c(C)c2c1=O	3	1	94	10	3	95	-5	nt	-6
O=C1Nc2cc(Cl)cnc2N2CCCC12 (stereo unspecified)	5	-6	104	10	-3	104	3	17	-7
CC1=C(C(=O)OC2CCCCCCC2)C(c2cc3c(cc2Br)OCO3)CC(=O)N1 (stereo unspecified)	-1	-5	87	-5	2	104	-5	2	-10
Cc1cc(C(F)(F)F)c(C#N)c(Sc2ccccc2)n1	2	-3	97	1	-3	100	-4	22	-21
CCCC(c1nnnn1CCc1ccccc1)N1CCN(C(=O)c2ccco2)CC1 (stereo unspecified)	3	0	106	23	5	104	0	12	-18
COc1ccc([N+](=O)[O-])cc1NC(=O)Cn1ccsc1=N	6	6	104	-9	-5	99	0	26	-6
Cn1cccc1/C=C1/SC(=O)N(CC(=O)N2CCCC2)C1=O	-9	-5	94	8	-3	98	0	15	7
Cc1noc(/C=C/c2ccco2)c1S(=O)(=O)N1CCC(C(=O)Nc2ccc(Cl)cn2)CC1	0	-8	107	17	-5	118	-4	25	-3
O=C(NCCN1C(=O)CSC1=O)c1ccccc1	0	-3	99	21	1	102	-5	12	-6
O=C(Nc1nncs1)C1COc2ccccc2O1 (stereo unspecified)	3	7	109	11	7	103	0	14	3
COc1ccc(OC)c(-n2cnc3cc(C(=O)NCCCN4CCOCC4)ccc32)c1	1	2	108	-12	2	96	6	23*	2
Cc1cc(/C=N/n2cnnc2)c(C)n1-c1cccc(Cl)c1	nt	29*	nt	21	0	nt	5	8	-9
Cn1c(=O)[nH]c(=O)c2c1nc(CN1CCN(c3cccc(Cl)c3)CC1)n2Cc1ccccc1Cl	0	-8	90	3	-1	96	1	24	-1
COc1ccc(CCC(C)N2CCC(Oc3ccc(C(=O)N4CCCC4)cc3)CC2)cc1 (stereo unspecified)	8	3	111	-8	-4	101	6	5	-12
CC(C)(C)OC(=O)N1CCC(c2cc(=O)n3[nH]c(-c4ccc(Cl)cc4)cc3n2)CC1	-7	-1	99	11	1	96	-4	0	4
O=C(CCc1ccccc1)Nc1ccc(N2CCOCC2)cc1	2	9	112	-2	0	122	-2	0	-17
CC(C)Cn1c(N)c(C(=O)COC(=O)c2cc(C(F)(F)F)nc3ccccc23)c(=O)n(C)c1=O	3	-7	117	6	nt	96	9	32	-10
CC(C)c1ccc(N2C(=O)CC(Sc3ncn[nH]3)C2=O)cc1 (stereo unspecified)	4	-26	112	-15	-1	107	-2	101*	6
Cc1ccc(OCC(O)Cn2c(N3CCCCC3)nc3c2c(=O)[nH]c(=O)n3C)cc1C (stereo unspecified)	4	-1	105	1	4	105	-1	7	2
O=C(Oc1cccc2c(O)cccc12)c1ccccc1	-12	10	88	-4	1	90	-1	2	-9
Cc1ncc([N+](=O)[O-])n1CCOC(=O)C12CC3CC(CC(C3)C1)C2	-3	-1	100	-4	-6	99	5	8	2
Cc1ccccc1CSc1nnc(-c2ccncc2)n1C	3	-7	98	7	0	96	12	5	5
CCOC(=O)c1ccc(NC(=O)C(=O)NCc2ccccn2)cc1	-4	3	98	15	4	101	4	7	-5
COc1ccccc1CN(C(=O)CNC(=O)c1ccco1)C(C(=O)NCC1CCCO1)c1ccc(OC)c(OC)c1 (stereo unspecified)	1	-2	98	11	-3	100	0	16	-6
CCC1CCCCN1CCCNC(=O)CN1C(=O)c2cccnc2Oc2ccc(C)cc21 (stereo unspecified)	12	-2	111	15	3	104	1	6	5
CN(C)CCNC(=O)NC1CCCCC1	6	0	113	-18	7	114	5	14	6
COc1cc(/C=N/NC(=O)c2ccncc2)ccc1OCC(=O)Nc1ccc(C)c(C)c1	0	6	100	15	3	105	1	-2	1
CCOc1ccc(CN2CCNC(=O)C2CC(=O)NCCc2ccccn2)cc1 (stereo unspecified)	13	-11	102	-3	10	102	0	-3	2
Cc1cc(C)c(C2C(C#N)=C(N)Oc3n[nH]c(C)c32)cc1CN1CCCC1 (stereo unspecified)	7	5	107	0	2	106	-2	14	-17
CCc1n[nH]c(=S)n1N=C1CCC(C)CC1 (stereo unspecified)	-3	8	100	8	4	93	6	20	-7
CC(=O)c1cccc(NC(=O)CSc2nc(C3CC3)nc3ccccc23)c1	0	9	100	11	-2	101	2	2	5
CC1(C)Cc2nc3sc4c(=O)n(CC(=O)NCc5ccco5)cnc4c3cc2CO1	9	6	115	4	4	106	1	11	6
COc1ccc(CCNC(=O)c2cccc(NS(=O)(=O)c3ccccc3F)c2)cc1OC	5	2	104	-5	-1	103	0	-5	-2
COCC1CCN(C(=O)c2cc(COc3ccc(-n4cncn4)cc3)on2)C1 (stereo unspecified)	3	-3	106	2	4	98	2	2	4
Cc1nn(C)c(C)c1/C=C/C(=O)c1cccs1	4	4	98	nt	2	110	5	nt	nt

Ordered by molar mass (highest first): 18 of the compounds above.
SMILES	MEKK2mut PB1 HTS	PfM18AAP inh	MEKK2wt PB1 HTS	SUMO HTRF inh	IDE act	MEKK3 PB1 HTS	IDE cell inh	NALP1 yeast inh	p-CIP stab down
COc1ccccc1CN(C(=O)CNC(=O)c1ccco1)C(C(=O)NCC1CCCO1)c1ccc(OC)c(OC)c1 (stereo unspecified)	1	-2	98	11	-3	100	0	16	-6
CCC1CCCCN1CCCNC(=O)CN1C(=O)c2cccnc2Oc2ccc(C)cc21 (stereo unspecified)	12	-2	111	15	3	104	1	6	5
COc1cc(/C=N/NC(=O)c2ccncc2)ccc1OCC(=O)Nc1ccc(C)c(C)c1	0	6	100	15	3	105	1	-2	1
CC(C)(C)OC(=O)N1CCC(c2cc(=O)n3[nH]c(-c4ccc(Cl)cc4)cc3n2)CC1	-7	-1	99	11	1	96	-4	0	4
Cc1ccc(OCC(O)Cn2c(N3CCCCC3)nc3c2c(=O)[nH]c(=O)n3C)cc1C (stereo unspecified)	4	-1	105	1	4	105	-1	7	2
CC1(C)Cc2nc3sc4c(=O)n(CC(=O)NCc5ccco5)cnc4c3cc2CO1	9	6	115	4	4	106	1	11	6
CCOc1ccc(CN2CCNC(=O)C2CC(=O)NCCc2ccccn2)cc1 (stereo unspecified)	13	-11	102	-3	10	102	0	-3	2
COCC1CCN(C(=O)c2cc(COc3ccc(-n4cncn4)cc3)on2)C1 (stereo unspecified)	3	-3	106	2	4	98	2	2	4
CC(=O)c1cccc(NC(=O)CSc2nc(C3CC3)nc3ccccc23)c1	0	9	100	11	-2	101	2	2	5
Cc1cc(C)c(C2C(C#N)=C(N)Oc3n[nH]c(C)c32)cc1CN1CCCC1 (stereo unspecified)	7	5	107	0	2	106	-2	14	-17
Cc1ncc([N+](=O)[O-])n1CCOC(=O)C12CC3CC(CC(C3)C1)C2	-3	-1	100	-4	-6	99	5	8	2
CCOC(=O)c1ccc(NC(=O)C(=O)NCc2ccccn2)cc1	-4	3	98	15	4	101	4	7	-5
CC(C)c1ccc(N2C(=O)CC(Sc3ncn[nH]3)C2=O)cc1 (stereo unspecified)	4	-26	112	-15	-1	107	-2	101*	6
O=C(CCc1ccccc1)Nc1ccc(N2CCOCC2)cc1	2	9	112	-2	0	122	-2	0	-17
Cc1ccccc1CSc1nnc(-c2ccncc2)n1C	3	-7	98	7	0	96	12	5	5
O=C(Oc1cccc2c(O)cccc12)c1ccccc1	-12	10	88	-4	1	90	-1	2	-9
CCc1n[nH]c(=S)n1N=C1CCC(C)CC1 (stereo unspecified)	-3	8	100	8	4	93	6	20	-7
CN(C)CCNC(=O)NC1CCCCC1	6	0	113	-18	7	114	5	14	6

(next part)
SMILES	MEKK2mut PB1 HTS	PfM18AAP inh	MEKK2wt PB1 HTS	SUMO HTRF inh	IDE act	MEKK3 PB1 HTS	IDE cell inh	NALP1 yeast inh	p-CIP stab down
CC(C)Cn1c(=S)[nH]c2cc(C(=O)O)ccc2c1=O	0	16	101	-20	4	87	0	nt	3
CCOC(=O)c1[nH]c2ccccc2c1NC(=O)COC	12	-4	115	15	5	114	6	15	5
Cc1ccc2[nH]c(C(=O)N3CCC(C(N)=O)CC3)cc2c1	2	-1	107	5	7	103	0	-14	-50
C/C(=N/Nc1ccc(Cl)cc1)c1cnnc(-c2ccccc2)n1	-2	-5	90	8	1	97	7	8	-1
COC(=O)c1nnn(-c2nc(N3CCOCC3)nc(N3CCOCC3)n2)c1C	-7	-8	86	-2	6	91	4	10	0
COc1ccc(NC(=O)c2ncn[nH]2)cc1	1	13	103	1	1	102	2	0	0
O=[N+]([O-])c1ccc(-n2cc(-c3ccccc3)nn2)cc1	7	-2	96	12	-1	103	4	9	-11
Cc1cc(OCc2ccc(C(=O)NN=C3CCCC3)cc2)ccc1Cl	-2	3	93	0	1	97	2	12	-3
CC(C)(CNC(=O)CC1C(=O)NCCN1Cc1cccc(F)c1)N1CCOCC1 (stereo unspecified)	0	10	99	nt	-1	100	0	10	-15
CCn1ccc(C(=O)Nc2ccc(S(=O)(=O)Nc3ccccc3OC)cc2)n1	-4	-3	99	13	nt	98	8	8	-12
COc1ccc(-c2c(C)n([O-])c3c([n+]2=O)CCCCC3)cc1OC	0	-1	102	5	2	104	4	-4	-6
COCCCNC(=O)N1c2ccccc2Sc2ccccc21	3	-1	102	7	2	105	8	17	-24
Cc1nc(NCCC(C)C)c2nnn(Cc3ccccc3)c2n1	7	2	117	15	3	105	-2	-17	-9
O=C(CSc1nc(-c2ccco2)cc(C(F)(F)F)n1)N1CCN(c2ccc(Cl)cc2)CC1	6	-6	96	1	0	91	-1	19	-9
Cc1cc2cccc(C)c2nc1SCC(=O)NCC1CCCO1 (stereo unspecified)	-9	0	90	15	-1	94	-3	6	-16
CCCCc1cc(=O)oc2cc(C)cc(OCc3nn[nH]n3)c12	9	-2	111	24	-1	105	3	0	-1
